PvdQ inh – blocks Pseudomonas aeruginosa PvdQ acylase activity. purified PvdQ acylase, fluorescence plate reader. inhibition, % at 10 µM. 0.063% of 340,000 active; in the data active = inhibition above about 30%, passing the limit was not always enough;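 also: 0% = vehicle neutral wells and 100% = reference inhibitor wells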
LANA DNA inh – blocks KSHV LANA C-terminal domain binding to DNA; 0.078% of 340,000 active; AID 504423; MBP-C-LANA/FAM-LBS DNA binding, fluorescence polarization; inhibition, % at 9 µM;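 active = highest replicate inhibition at or above 60% at 9 µM, even if other replicates fall short; inactive = all replicates below 60% inhibition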;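 also: 0% = neutral control wells and 100% = 4 µM acridine orange control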
SR-BI DiI inh – inhibitors of mouse SR-BI mediated HDL lipid uptake | ldlA[mSR-BI] CHO cells, DiI-HDL uptake fluorescence, 3 h | inhibition, % at 12.5 µM | AID 488896 | 0.96% of 320,000 active | Q61009;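 active = mean replicate inhibition of at least 70% and a set share of replicates each scoring 70 or more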;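 also: 0% = median of neutral control wells and 100% = median of positive control wells; values of inactives mirror those of a sister screen read the other way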
RTF Ca sens inh – cardiac RTF calcium desensitization; P19429+P45379; IANBD-labeled cardiac RTF, Ca2+ fluorescence; inhibition, % at 7.15 µM; 0.12% of 340,000 active; AID 493244;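 active = inhibition above the mean inhibition of all tested compounds plus 3 SD, cut at about 17% in these data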;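 also: assay run at fixed EC70 calcium of 1.6 mM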
PKA-R2B act – activates the human PKA-R2B holoenzyme complex. 0.079% of 340,000 active. P22694+P31323. activation, % at 11.4 µM. PKA-R2B holoenzyme dissociation, Cy5-IP20 fluorescence polarization; R2B truncated from residue 108, S112A mutant; 0% DMSO only, 100% 113 µM cGMP;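 active = activation above a cutoff set at the mean over all compounds plus 3 SD, cut at about 18% in these data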;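 also: higher means more holoenzyme dissociation and a rise in polarization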
Target sequence (P31323 whole entry, looked up, other chains not shown, the tested form may be a part): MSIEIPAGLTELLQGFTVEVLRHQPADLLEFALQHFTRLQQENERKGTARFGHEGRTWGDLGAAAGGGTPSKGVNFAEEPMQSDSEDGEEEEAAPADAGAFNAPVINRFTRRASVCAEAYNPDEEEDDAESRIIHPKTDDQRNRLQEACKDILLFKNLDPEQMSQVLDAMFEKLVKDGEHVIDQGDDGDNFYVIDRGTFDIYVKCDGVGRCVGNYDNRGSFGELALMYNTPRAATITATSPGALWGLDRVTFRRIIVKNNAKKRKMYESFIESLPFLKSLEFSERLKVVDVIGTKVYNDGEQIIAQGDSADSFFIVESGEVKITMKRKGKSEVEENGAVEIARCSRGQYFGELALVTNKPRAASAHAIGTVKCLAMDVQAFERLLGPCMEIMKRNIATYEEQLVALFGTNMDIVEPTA
Keap1 Nrf2 FP – inhibitors of human Keap1-Nrf2 protein-protein interaction; Q14145; Keap1 Kelch-Nrf2 peptide fluorescence polarization, 1536-well; inhibition, % at 9.4 µM; 0.15% of 340,000 active; AID 504523; in the data active = inhibition above about 12%;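 also: human Keap1 Kelch domain with fluorescein labeled Nrf2 9mer peptide probe; 0% = neutral control wells and 100% = peptide positive control; higher means more block of Keap1 binding to Nrf2 peptide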
Target sequence (Q14145 whole entry, looked up, the tested form may be a part): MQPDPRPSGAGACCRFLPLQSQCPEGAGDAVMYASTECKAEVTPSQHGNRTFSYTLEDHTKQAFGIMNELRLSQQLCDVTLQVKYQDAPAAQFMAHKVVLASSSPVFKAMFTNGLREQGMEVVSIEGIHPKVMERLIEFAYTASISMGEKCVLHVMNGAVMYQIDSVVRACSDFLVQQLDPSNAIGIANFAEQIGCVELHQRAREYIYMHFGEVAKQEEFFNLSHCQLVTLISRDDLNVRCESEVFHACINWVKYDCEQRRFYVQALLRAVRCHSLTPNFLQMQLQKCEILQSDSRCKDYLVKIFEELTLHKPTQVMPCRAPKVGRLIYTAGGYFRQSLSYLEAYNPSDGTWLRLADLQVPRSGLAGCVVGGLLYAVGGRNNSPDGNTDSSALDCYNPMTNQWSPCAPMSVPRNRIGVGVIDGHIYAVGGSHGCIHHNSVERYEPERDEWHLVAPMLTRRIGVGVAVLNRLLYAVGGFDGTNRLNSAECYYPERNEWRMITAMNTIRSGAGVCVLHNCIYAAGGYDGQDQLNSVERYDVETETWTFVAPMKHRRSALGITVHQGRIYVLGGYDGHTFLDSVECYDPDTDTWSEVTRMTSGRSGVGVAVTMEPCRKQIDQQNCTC
DAGLB inh – diacylglycerol lipase beta (human) inhibition | Q8NCG7 | HEK293T DAGLB membrane lysate, EnzChek fluorogenic substrate | inhibition, % at 5.17 µM | 0.059% of 340,000 active | AID 504411; in the data active = inhibition above about 34%;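 also: 0% = enzyme with vehicle and 100% = wells lacking enzyme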
Arrestin-AP2 inh – blocks beta-arrestin peptide binding to AP2 adaptin; FITC-arrestin peptide / GST-AP2 beads, flow cytometry; AP2 beta2 appendage carries R879A mutation; inhibition, % at 10 µM; 0.31% of 340,000 active;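 active = inhibition above a set limit, near 3 SD of compounds lacking own fluorescence, cut at about 54% in these data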;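 also: plate controls were DMSO wells for no effect and 5 µM unlabelled arrestin peptide for full effect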
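test system = AP2 appendage R879A on GSH beads | buffer or medium = PBS plus Tween 20 (0.05%) and BSA (0.1%) | incubation = 12 min plus 1 h, RT | detection = bead flow cytometry, FITC channel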
SR-BI uptake up – activators of SR-BI mediated HDL lipid uptake; CHO ldlA[mSR-BI] cells, DiI-HDL uptake fluorescence, 3 h; 100 = double the neutral-control signal; activation, % at 12.5 µM; 0.096% of 320,000 active; AID 504775;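 active = mean replicate activation of at least 60% and every replicate at or above 60%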;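 also: 0% = median plate neutral-control signal and 100% = twice that signal; values of inactives mirror those of a sister screen read the other way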
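System: LDL receptor-deficient CHO ldlA cells overexpressing murine SR-BI | Timing: 3 h uptake period with compound, 37 °C | Medium: HEPES-buffered (25 mM, pH 7.4) F12 plus 0.5% BSA | Dosing: Single-point compound dose | Signal: Bottom-read fluorescence, 550/595 nm | Read-out: Retained DiI signal reflecting DiI-HDL uptake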
NSD2 inh – NSD2 (human) methyltransferase inhibition | O96028 | NSD2 peptide methylation, AlphaScreen, 120 min | inhibition, % at 12.5 µM | 0.54% of 310,000 active; in the data active = inhibition above about 50%
The depositor's hits bear a star; nt = no result given.

SMILES	PvdQ inh	LANA DNA inh	SR-BI DiI inh	RTF Ca sens inh	PKA-R2B act	Keap1 Nrf2 FP	DAGLB inh	Arrestin-AP2 inh	SR-BI uptake up	NSD2 inh
C[n+]1nc(Nc2ccccc2)sc1-c1ccc(O)cc1	6	0.1	-20	-9	12	0	-2	18	20	nt
CCC(C)c1ccc(NC(=O)COC(=O)CCNC(=O)c2ccco2)cc1 (configuration not stated)	-5	-0.7	2	10	5	-3	-1	-20	-2	1
O=C(CSc1nc(-c2ccccc2)nc2ccc(F)cc12)Nc1cccc(C(=O)O)c1	-10	-1.3	nt	-2	-7	-6	1	-15	nt	-1
COc1ccc(CN2CC(C(N)=O)Oc3ccccc32)cc1F (configuration not stated)	-6	-0.2	nt	-18	2	-6	2	7	nt	5
N#Cc1nc(COc2ccccc2Cl)oc1N1CCCC1	-13	0.6	19	3	-5	-5	-3	9	-19	6
CN(CC(=O)Nc1sccc1C#N)C1CCCCC1	-15	2.0	-12	-9	10	0	2	-5	12	-4
OC(COc1cc(Cl)c(Cl)cc1Cl)CN1CCN(c2ncccn2)CC1 (configuration not stated)	-15	-1.4	-30	-10	-3	-1	-4	-8	30	8
CC(C)[C@H](NC(=O)OCc1ccccc1)C(=O)OCc1cc(=O)oc2cc(O)ccc12	-2	-0.8	14	-2	-3	2	-1	37	-14	0
O=C(NCCNC(=O)c1ccco1)c1ccco1	-10	0.7	-12	-7	3	-6	2	-10	12	-1
CC(=O)c1cccc(NC(=O)N2CCCC2C(=O)Nc2c(C)cccc2C)c1 (configuration not stated)	-13	-1.3	-45	-2	-7	2	-1	-3	45	nt
CCC[n+]1c2ccccc2cc2ccccc21	11	-3.3	63	0	-8	-1	11	-13	-63	6
CC(=O)Nc1ccc(S(=O)(=O)Nc2c(C)nn(-c3ccccc3)c2C)cc1	-18	1.6	-14	-10	3	0	0	10	14	-4
O=C(c1cnccn1)N1CCN(S(=O)(=O)c2cccc(Cl)c2)CC1	-16	-1.0	-14	5	0	3	-1	-11	14	0
O=C(CC1C(=O)NCCN1CC1CCCCC1)NCCCN1CCOCC1 (configuration not stated)	-8	0.4	-14	-8	-3	3	2	3	14	1
COc1cc(C(=O)N/N=C/c2coc3ccccc3c2=O)cc(OC)c1OC	-15	-0.9	-4	-7	-6	-11	-1	2	4	0
COc1ccc(Cn2nc(-c3ccccc3)c(N3CCCCC3)cc2=O)cc1	4	0.0	-3	-4	-6	-3	-4	0	3	2
S=C(NCCc1ccccn1)Nc1ccccc1Cl	1	0.4	-4	2	8	1	-3	10	4	3
C/C(=N\Nc1nncc2ccccc12)c1ccc(C(C)(C)C)cc1	-9	3.8	11	-3	-2	-6	0	20	-11	-2
CCCCC(=O)Nc1ccccc1N1CCN(c2ccc(F)cc2)CC1	-13	-0.6	34	0	-7	-5	-11	14	-34	3
Cn1cccc1CC(=O)N/N=C/c1cc([N+](=O)[O-])ccc1Cl	-11	1.1	53	-3	1	-5	5	-9	-53	6

Some of the entries so far, in CSV form:
canonical_smiles,PvdQ inh,LANA DNA inh,SR-BI DiI inh,RTF Ca sens inh,PKA-R2B act,Keap1 Nrf2 FP,DAGLB inh,Arrestin-AP2 inh,SR-BI uptake up,NSD2 inh
S=C(NCCc1ccccn1)Nc1ccccc1Cl,1,0.4,-4,2,8,1,-3,10,4,3
C/C(=N\Nc1nncc2ccccc12)c1ccc(C(C)(C)C)cc1,-9,3.8,11,-3,-2,-6,0,20,-11,-2
CCCCC(=O)Nc1ccccc1N1CCN(c2ccc(F)cc2)CC1,-13,-0.6,34,0,-7,-5,-11,14,-34,3

More results:
SMILES	PvdQ inh	LANA DNA inh	SR-BI DiI inh	RTF Ca sens inh	PKA-R2B act	Keap1 Nrf2 FP	DAGLB inh	Arrestin-AP2 inh	SR-BI uptake up	NSD2 inh
CCCCN(CC)CCCNC(=O)CC1Oc2ccccc2NC1=O (configuration not stated)	-5	-0.4	-12	-4	3	6	-2	-3	12	9
NNC(=O)c1n[nH]c(=O)c2ccccc12	-2	0.6	nt	-14	-8	-3	0	-4	nt	23
COc1cc(C(=O)NC(C)c2cc(C)ccc2C)ccc1OCC(=O)N1CCOCC1 (configuration not stated)	-16	1.2	2	-5	5	-7	-6	-17	-2	-1
CCOC(=O)c1ccccc1NS(=O)(=O)c1ccc(OCC)cc1	-12	1.5	15	4	-8	2	-8	-4	-15	-2
CCCc1nnc(NC(=O)C2CCN(C(=O)c3ccco3)CC2)s1	-9	-1.1	nt	-9	14	-5	0	-2	nt	5
COc1ccc(-n2nc3c(c2NC(=O)c2ccc4c(c2)OCO4)CS(=O)(=O)C3)cc1	3	-0.7	-22	-6	-10	0	1	3	22	-10
OCCC1CN(Cc2ccccc2O)CCN1CCc1ccccc1 (configuration not stated)	-29	0.9	-5	5	-4	-8	0	16	5	-1
O=C(CN1C(=O)c2ccccc2C1=O)NCc1ccncc1	-9	-1.8	5	-6	6	-1	2	36	-5	0
O=C(C=Cc1ccco1)N1CCOCC1	9	0.3	-14	-1	-7	2	-3	38	14	-2
Cc1ccc(CNC(=O)c2cc(Cl)cc(Cl)c2)n1C	-6	-2.6	24	-8	8	-1	-1	9	-24	2
COc1ccc(CCNC(=O)CCc2nnc(Cc3ccc4c(c3)OCO4)o2)c(OC)c1	-2	-3.2	-1	-8	11	4	3	-7	1	0
CCCCCCCNC(=O)C1(CC2CC(c3cccc(Br)c3)=NO2)CCN(C(=O)C2CCCC2)CC1 (configuration not stated)	-17	1.2	42	-11	-3	-2	-4	11	-42	nt
COc1ccc(N/C=C\C(=O)c2ccc3c(c2)OCO3)cc1	1	2.2	20	2	-2	1	0	9	-20	4
Cc1ccc(O)c(C(=O)c2cc(C#N)c(=O)n(-c3c(C)n(C)n(-c4ccccc4)c3=O)c2)c1	7	3.6	-9	-9	8	-9	-1	13	9	-2
COc1ccccc1NC(=O)COC(=O)c1c[nH]c(=O)[nH]c1=O	15	0.1	nt	-11	-20	-1	1	3	nt	-1
Fc1ccc(/C=N/Nc2nnnn2-c2ccccc2)cc1	-3	0.2	-3	-5	6	-3	2	7	3	-5
Cn1c(=O)n(C)c2cc(C(=O)O)ccc21	-10	-1.5	-5	-1	-5	0	-1	-1	5	-5
COc1ccc(-c2nnc(SC)o2)c(OC)c1	-2	0.8	10	-2	-6	-6	-1	-1	-10	-1
CC(=O)c1cccc(NC(=O)c2cc(-n3cnnc3)ccc2Cl)c1	-14	-0.5	-9	-7	-4	-6	-4	4	9	1
Nc1nc(-c2ccco2)nn1C(=O)c1ccc(Cl)cc1	-9	3.3	-4	-2	1	0	-1	17	4	3

Structural class: the entries above containing a furan ring, fused or not.
SMILES	PvdQ inh	LANA DNA inh	SR-BI DiI inh	RTF Ca sens inh	PKA-R2B act	Keap1 Nrf2 FP	DAGLB inh	Arrestin-AP2 inh	SR-BI uptake up	NSD2 inh
CCC(C)c1ccc(NC(=O)COC(=O)CCNC(=O)c2ccco2)cc1 (configuration not stated)	-5	-0.7	2	10	5	-3	-1	-20	-2	1
O=C(NCCNC(=O)c1ccco1)c1ccco1	-10	0.7	-12	-7	3	-6	2	-10	12	-1
CCCc1nnc(NC(=O)C2CCN(C(=O)c3ccco3)CC2)s1	-9	-1.1	nt	-9	14	-5	0	-2	nt	5
O=C(C=Cc1ccco1)N1CCOCC1	9	0.3	-14	-1	-7	2	-3	38	14	-2
Nc1nc(-c2ccco2)nn1C(=O)c1ccc(Cl)cc1	-9	3.3	-4	-2	1	0	-1	17	4	3

(listing goes on)
SMILES	PvdQ inh	LANA DNA inh	SR-BI DiI inh	RTF Ca sens inh	PKA-R2B act	Keap1 Nrf2 FP	DAGLB inh	Arrestin-AP2 inh	SR-BI uptake up	NSD2 inh
CCOCc1c(C(=O)N2CCN(Cc3ccc(Br)s3)CC2)oc2ccccc12	-5	0.6	16	3	-2	3	-10	29	-16	-6
COc1cccc(C(=O)Nc2ccc(NC(=O)C3CCCCC3)nc2)c1	-20	4.3	33	-11	-1	-1	2	-7	-33	-6
Cc1ccc(O)c(C(=O)c2cc(C(=O)NCCc3ccccc3)c(=O)n(CCc3ccccc3)c2)c1	-5	-0.6	34	-15	-5	-5	-8	-2	-34	-1
Cc1ccccc1OCCSc1nnc(-c2cccnc2)n1N	10	-0.1	-5	10	2	2	-3	-1	5	-2
Cc1ccc(Cl)cc1N1CCN(C(=O)Cn2ncn3cccc3c2=O)CC1	-6	-0.5	21	1	-7	-1	5	7	-21	nt
COc1ccc2cc(C(=O)N3CCN(c4ccccc4F)CC3)[nH]c2c1	-9	5.3	0	-8	-5	-2	5	45	0	0
COC(=O)C1N2C(=O)[C@@H](NC(=O)COc3ccccc3)[C@H]2SC1(C)C (some centres not stated)	-17	0.6	-5	-7	-14	-4	-1	1	5	nt
O=C(NCC(=O)N(c1ccc2c(c1)OCO2)C(C(=O)NC1CCCC1)c1cccs1)c1ccco1 (configuration not stated)	-13	0.8	6	-11	-7	-3	-1	2	-6	-1
O=C(Nc1ccc2c(c1)nc1n2CCOC1)c1ccccc1	-7	1.0	-2	-9	-3	-6	1	6	2	-3
Cc1ccc(Nc2nc(Oc3ccc(=O)[nH]n3)nc(N(C)C)n2)cc1	-6	1.4	-8	1	-15	-1	-1	-5	8	1
COc1ccc(/C=C2\SC(=S)N(Cc3cccnc3)C2=O)cc1C	-2	1.8	26	-10	1	0	-1	11	-26	2
N=C1CCCN1CC(=O)c1ccc(Cl)cc1	17	1.7	-9	7	-3	2	-1	-5	9	4
CCCCOc1ccc(C(=O)NCC(=O)N2CC(C)OC(C)C2)cc1 (configuration not stated)	-19	-0.7	-18	-14	-2	1	0	0	18	1
CSc1ccc(CNc2ccccn2)cc1	13	1.6	-8	-1	-4	-1	-2	-12	8	4
COc1ccc2c(c1)C(c1ccccc1)=NNC(c1ccco1)=N2	-11	1.6	32	-13	-8	4	-2	-7	-32	18
O=C(NCC(c1ccco1)N1CCc2ccccc21)c1ccccc1Br (configuration not stated)	-15	-0.3	-4	-5	-6	2	2	1	4	-1
CCOc1ccc(NC(=O)CN2C(=O)NC3(CCCCCC3)C2=O)cc1	-5	-1.1	-2	-9	20*	6	3	27	2	-1

Screening results (PubChem)
